RXFP1 agonist – agonists of human relaxin receptor RXFP1 | Q9HBX9 | HEK293T-RXFP1 cAMP TR-FRET, 30 min; response scale: percent of porcine relaxin response, buffer zero | Potency, µM (series often up to 57.5 µM), without a hit: at the highest dose activation, most hits filed as activators | hit rate 0.3% among 370,000; also: potency is read from the fitted curve at half-maximal effect; % is scaled to controls: 0 for no effect and ±100 for the full control effect; nearly all actives have a fitted effect of over 60% in size; many of its hits are not listed in these tables
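cAMP rise read by TR-FRET after 30 min, 37C compound exposure (up to 58 uM) in RXFP1-transfected HEK293 cells with Ro 20174 present. EC50 from Hill-equation fits, with 29 nM porcine relaxin as 100% and buffer as basal.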
TRHR agonist – TRH receptor (human) agonism; activation, % at 2 µM; hit rate 0.18% among 360,000; P34981; TRHR cells, calcium flux fluo-8, FDSS agonist mode; in the data active = activation above about 30%; also: 0% is about no effect
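Steps: seed TRHR cells overnight; add fluo-8 no-wash Ca dye, RT 30 min–1.5 h; record 10 s baseline; pin-transfer compounds; monitor fluorescence 1 cycle/s for the agonist window. Calcium increases flag candidate agonists.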
D1 antag – human D1 dopamine receptor antagonism; P21728; HEK293 TREx D1 cells, calcium flux, dopamine EC80; hits give low values; activity change, negative = inhibition, % at 10 µM; hit rate 3.2% among 360,000; AID 504652; in the data active = activity change below about -30%; also: % is scaled to controls: 0 for no effect and ±100 for the full control effect
Target sequence (P21728 whole entry, looked up): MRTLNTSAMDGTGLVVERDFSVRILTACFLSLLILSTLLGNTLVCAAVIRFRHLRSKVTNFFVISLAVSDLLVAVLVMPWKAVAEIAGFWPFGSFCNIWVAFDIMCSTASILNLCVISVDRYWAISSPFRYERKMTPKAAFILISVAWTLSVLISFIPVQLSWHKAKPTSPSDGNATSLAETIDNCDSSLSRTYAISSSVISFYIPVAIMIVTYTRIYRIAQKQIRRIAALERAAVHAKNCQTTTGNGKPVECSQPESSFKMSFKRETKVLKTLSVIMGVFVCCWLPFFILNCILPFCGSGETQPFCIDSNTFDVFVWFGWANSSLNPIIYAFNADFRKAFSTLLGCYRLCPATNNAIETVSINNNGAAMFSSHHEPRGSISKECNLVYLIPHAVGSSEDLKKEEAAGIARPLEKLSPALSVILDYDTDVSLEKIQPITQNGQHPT
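Calcium flux readout: force-coupled, inducible Hek293 Trex D1 line, cells induced overnight at 30 C with tetracycline, dye-loaded 30–90 min at RT. Antagonism scored against EC80 dopamine challenge given 180 s after compound.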
TRHR PAM – allosterically enhances the human TRH receptor; hit rate 0.66% among 360,000; TRHR cells, fluo-8 calcium fluorescence, EC20 TRH enhancement; enhancement, % at 2 µM; in the data active = enhancement above about 30%; also: 0% is about no effect
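Enhancer read-out: after compound pinning and an initial kinetic agonist-mode read, an EC20 of TRH (10 nM final) was injected and fluo-8 calcium signal (Ex 480/Em 530) followed at 1 s/cycle for 100 cycles in TRHR-expressing cells.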
D1 agonist – agonists of human D1 dopamine receptor. HEK293 T-REx D1 cells, calcium flux, agonist mode. activation, % at 2 µM. AID 504660. hit rate 1% among 360,000; in the data active = activation above about 30%; also: 0% is about no effect
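Tetracycline-induced HEK293 TREx D1 cells, force-coupled to calcium signalling, were dye-loaded with a no-wash calcium kit. Compound was pin-added after a 10 s baseline. Fluorescence was read kinetically at 1 cycle/s for 180 s, with calcium rises flagged as agonism.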
RXFP1 antag – RXFP1 (human) relaxin receptor antagonism | Q9HBX9 | hit rate 0.59% among 350,000 | HEK293-RXFP1, relaxin-stimulated cAMP HTRF, 30 min; hits give low values | AID 1259400 | activity change, negative = inhibition, % at 57.5 µM;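 active = activity change of -60% or lower, but not beyond a set lower limit; inconclusive = change between -60% and -40%, or beyond the set limit; inactive = change above -40%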; also: % is scaled to controls: 0 for no effect and ±100 for the full control effect
D1 potentiator – human D1 dopamine receptor positive modulation. hit rate 0.036% among 360,000. potentiation, % at 10 µM. AID 504651. P21728. HEK293 TREx D1 cells, calcium flux, dopamine EC20 potentiation; in the data active = potentiation above about 30%; also: 0% is about no effect
D2 potentiator – positively modulates the human D2 dopamine receptor allosterically; P14416; HEK293 T-REx D2, calcium flux, EC20 dopamine potentiation; potentiation, % at 10 µM; hit rate 0.34% among 340,000; AID 485347;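 active = potentiation over 3 SD above the plate norm, cut at about 30% in these data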; also: 0% is about no effect
Target sequence (P14416 whole entry, looked up): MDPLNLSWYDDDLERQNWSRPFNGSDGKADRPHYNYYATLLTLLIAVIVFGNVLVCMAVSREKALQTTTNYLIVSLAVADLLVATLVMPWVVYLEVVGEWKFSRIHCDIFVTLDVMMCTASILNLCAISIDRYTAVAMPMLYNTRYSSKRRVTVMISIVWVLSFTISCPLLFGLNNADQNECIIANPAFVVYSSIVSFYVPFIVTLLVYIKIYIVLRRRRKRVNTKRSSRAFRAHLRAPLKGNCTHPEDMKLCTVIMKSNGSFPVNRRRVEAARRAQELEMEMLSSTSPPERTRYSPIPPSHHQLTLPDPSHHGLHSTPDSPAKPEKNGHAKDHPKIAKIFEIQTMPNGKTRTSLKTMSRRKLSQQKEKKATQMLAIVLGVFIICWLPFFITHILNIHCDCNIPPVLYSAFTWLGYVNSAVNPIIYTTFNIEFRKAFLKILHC
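Calcium flux readout, no-wash dye, 1 read/s. Inducible HEK293 Trex D2 line, overnight 30 C. Compound alone 180 s (agonist flags), then EC20 dopamine, another 180 s to score potentiation.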
Anesthetic bind – binds horse apoferritin like a general anesthetic; apoferritin/1-aminoanthracene competitive binding, fluorescence; Potency, µM (series often up to 77.5 µM), without a hit: at the highest dose activity change, negative = displacement, usual class: inhibitors; hit rate 0.074% among 350,000; also: potency is read from the fitted curve at half-maximal effect; % is scaled to controls: 0 for no effect and ±100 for the full control effect; nearly all actives have a fitted effect of over 20% in size
Target sequence (P02791 2-175 limits assumed): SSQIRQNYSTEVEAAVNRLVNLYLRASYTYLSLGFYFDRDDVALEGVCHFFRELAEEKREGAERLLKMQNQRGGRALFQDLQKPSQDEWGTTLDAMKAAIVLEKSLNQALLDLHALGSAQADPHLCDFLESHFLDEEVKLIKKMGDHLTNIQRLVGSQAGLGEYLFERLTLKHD
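In PBS, apoferritin at 10 uM is loaded with 1-AMA from a 50% saturated solution. After 10 min of compound exposure at ambient temperature, reduced 535 nm fluorescence indicates probe displacement.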
The depositor's hits bear a star; ? = inconclusive; . = not tested or not shown; & = joins results of further samples; [ ] = another dose, or the depositor's remark. Unless noted, calls follow the shape of the dose curve; as a rule, active = well fitted curve in the direction sought with a large enough effect; inconclusive = small, poorly fitted or top-dose-only effect, or another doubt; inactive = no such curve, though single readings can be large; an effect the other way counts as inactive or inconclusive. These rows are one share of the data; rates above refer to the full screens.

SMILES | RXFP1 agonist | TRHR agonist | D1 antag | TRHR PAM | D1 agonist | RXFP1 antag | D1 potentiator | D2 potentiator | Anesthetic bind
O=C1Nc2ccccc2C1Cc1ccc(OC(F)(F)F)cc1 (stereo not drawn) | -1.0% | 1.7 | 10 | 1 | 1 | 3 | -1 | 2 | -7%
O=C1c2ccccc2C(=O)N1c1cccc(-c2nc3ccccc3o2)c1 | 1.9% | 0.4 | -1 | 4 | 4 | -16 | -2 | -8 | -10%
Cc1cc(C(=O)O)c(CSCc2cc(C(=O)O)oc2C)o1 | 1.5% | 0.4 | 9 | 0 | 2 | 4 | 7 | 5 | -4%
Cc1ccc(Cl)cc1N1CCN(C(=O)CCS(=O)(=O)c2cccc3nonc23)CC1 | 3.6% | -1.2 | 14 | -7 | -1 | -11 | 3 | . | -1%
COc1cc2c3c(c1)c(C1=NC(=S)NC1=O)c(O)n3C(C)(C)C=C2C | 1.2% | 0.0 | 13 | 6 | 0 | 19 | -2 | 19 | -10%
CCC1=NN=C(c2ccc(F)cc2)C(c2c[nH]c3ccccc23)N1O (stereo not drawn) | 1.9% | 0.2 | -15 | 1 | -1 | -17 | -6 | 3 | -4%
O=C(CN1C(=O)CCn2nc(-c3ccccc3)cc21)NCc1ccccc1 | 0.6% | -1.5 | -8 | 20 | 2 | -3 | -5 | 1 | 147%[activator]
COc1cc(C)nc(NCc2ccccc2)n1 | 1.2% | 0.3 | 3 | -3 | 4 | -2 | -3 | -5 | -1%
Cc1nc2ccccn2c1C(=O)NN=C1CCCC1 | 7.8% | 0.4 | -2 | -4 | 0 | 4 | -4 | 8 | -1%
Cc1ccc(-n2nc3c(=O)n(CCCC(=O)NCCN4CCN(C)CC4)nc(C)c3c2C)cc1 | 0.7% | 0.2 | 9 | 3 | 2 | 17 | -2 | -11 | -10%
c1ccc(C(Cc2nc(-c3ccccn3)no2)c2ccccc2)cc1 | -0.9% | -1.9 | -10 | -2 | 6 | -9 | 3 | -8 | -3%
CCOC(=O)c1c(C)n(C)c2ccc(OC(=O)c3ccco3)cc12 | 0.2% | -0.5 | -13 | 1 | 1 | -26 | -3 | 3 | -11%
CCOC(=O)/C(C#N)=C1/C=CN(c2ccc(C)cc2)C=N1 | 0.0% | 0.2 | 2 | -1 | 2 | -1 | 13 | -10 | -4%
Cc1cccc(C)c1OCC(=O)NC(Cc1c[nH]c2ccccc12)C(=O)O (stereo not drawn) | -0.9%&1.4% | 0.7&-1.5 | -10&4 | 1&8 | 0&11 | 10&-4 | -6&-2 | 2&5 | -2%&-2%
NC(=O)C1CCN(C(=O)c2ccc3c(=O)n(Cc4ccco4)c(SCC(=O)c4ccc(F)cc4)nc3c2)CC1 | 3.2% | 0.2 | 0 | 0 | 1 | . | -1 | 2 | -13%
O=C(CN1CCCCC1)Nc1cccc(Cl)c1 | 1.9% | 0.5 | -25 | -11 | 7 | -2 | -4 | -12 | -21%
CCC(=O)Nc1ccc(S(=O)(=O)Nc2c(NC)c3ccccc3oc2=O)cc1 | -2.8% | 1.1 | -1 | -5 | 2 | -15 | 0 | -11 | 6%
Cc1cccc2sc(NC(=O)CCNC(=O)c3ccco3)nc12 | 1.6% | -0.6 | 2 | -5 | 5 | 11 | 3 | -6 | .
CCN(CC)c1ccc(NC(=O)CN2CCN(S(=O)(=O)c3cc(Cl)ccc3OC)CC2)cc1 | 0.0%&-0.8% | 0.4&0.2 | -14&1 | -9&2 | 14&8 | -17&-19 | 0&-3 | -7&-4 | 2%&-7%
COc1ccc(CCCc2nnc(SCC(=O)NN)o2)c(C)c1 | 0.2% | -0.8 | -2 | 5 | 0 | -14 | -6 | 12 | 7%
CCOc1ccc(C2/C(=C(\O)c3ccc(OC)c(OC)c3)C(=O)C(=O)N2c2cc(C)on2)cc1OC (stereo not drawn) | 11% | 0.4 | 21 | -13 | 3 | 8 | 10 | . | -3%
CC1=C(C(=O)Nc2ccccc2)C(c2cccs2)n2nc(SCc3ccccc3F)nc2N1 (stereo not drawn) | -2.1% | -0.2 | 1 | 2 | 3 | . | 1 | . | -4%
Cc1ccc(N/N=C2\CS(=O)(=O)N(C)c3ccsc32)cc1 | -1.8% | -0.2 | 2 | 0 | 2 | 6 | -7 | 7 | -12%
O=C(CNC(=O)c1ccc(S(=O)(=O)N2CCCC2)cc1)N/N=C/c1ccccc1 | -0.3% | -0.4 | 10 | 0 | 2 | -6 | -4 | 4 | -18%
O=C(Cn1nnc(-c2ccccc2)n1)NNC(=O)c1cccc([N+](=O)[O-])c1 | 2.1% | 0.6 | 16 | 2 | 1 | -4 | 1 | 20 | -8%

Later entries
SMILES | RXFP1 agonist | TRHR agonist | D1 antag | TRHR PAM | D1 agonist | RXFP1 antag | D1 potentiator | D2 potentiator | Anesthetic bind
COCCCNc1nc2cc(OC)c(OC)cc2c2nc(-c3ccccc3)nn12 | 1.1%&-1.4% | 0.1&-0.5 | -15&-8 | 6&0 | 0&0 | -12 | -1&0 | -8&14 | 3%&-14%
Cc1ccc(S(=O)(=O)N(CC(=O)NCc2ccncc2)Cc2ccc(F)cc2)cc1 | -0.2% | -0.7 | -24 | -1 | 0 | -12 | -9 | . | 0%
CCOc1ccc(NC(=O)CC2C(=O)N(CC)C(=S)N2CCNC(C)=O)cc1 (stereo not drawn) | -0.5% | 0.3 | 10 | -5 | 1 | -7 | -5 | 10 | -12%
COc1ccc(NS(=O)(=O)/C=C/c2ccccc2)cc1 | -0.4% | -0.2 | -11 | 6 | 4 | . | 4 | 15 | 5%
O=C(CNC(=O)c1ccccc1F)N/N=C/c1cc(Br)ccc1OCc1ccccc1 | 0.4% | -0.2 | 14 | -5 | 8 | -1 | 0 | -16 | -22%
CC(C)(C)OC(=O)N1CCC[C@H]1c1nnc(SCc2ccc(Cl)cc2Cl)o1 | 1.5% | 0.7 | -7 | -7 | 2 | -26 | -6 | -15 | -3%
O=C(CCCOc1ccc(Cl)cc1Cl)NNC(=O)c1ccc(NC(=O)c2ccccc2)cc1 | 18% | -1.3 | 7 | 1 | 11 | -4 | 2 | 4 | 5%
CC(=O)Nc1ccc(S(=O)(=O)/N=C2\C(=O)c3ccccc3C([O-])=C2n2cc[n+](-c3ccccn3)c2)cc1 | 11% | 0.0 | 8 | -3 | 3 | -3 | -5 | 20 | 7%
CCn1c(C)c(C(C)=O)c(NCc2ccccc2)nc1=S | -0.8% | 0.5 | -13 | 0 | 2 | 5 | 0 | -5 | -11%
Cc1cc(/C(N)=N/OC(=O)c2ccc(Cl)cc2)no1 | 0.5% | -1.4 | -2 | 13 | 2 | 3 | -3 | -7 | -17%
O=C1CCc2cc(S(=O)(=O)NC(Cc3ccccc3)C(=O)NC3CCCC3)ccc2N1 (stereo not drawn) | 0.5% | 0.0 | 2 | -1 | 1 | . | -1 | -14 | -5%
O=C(NC1CCCCCC1)c1cc(S(=O)(=O)N2CCOCC2)ccc1F | 3.1% | -0.4 | 13 | -3 | 0 | 6 | -4 | 15 | -20%
O=C(Oc1cccc2cccnc12)c1ccc(Br)o1 | 1.6% | 0.3 | -11 | -5 | 1 | -8 | -4 | 0 | -10%
COc1ccccc1NC(=O)CN(c1cc(C)cc(C)c1)S(=O)(=O)c1c(C)[nH]c(=O)[nH]c1=O | 1.8% | 0.3 | -6 | -1 | 2 | -5 | -3 | -6 | -18%
CC(C)CC(OC(=O)c1ccco1)C(=O)NC1CCCCC1 (stereo not drawn) | -1.4% | -0.8 | -11 | -9 | 3 | 0 | 10 | 2 | -9%
CC(=O)c1cc(C#N)c(NCc2cc(-c3ccccc3)no2)nc1C | ? | 0.1 | 1 | -4 | 3 | -2 | 10 | 5 | -3%
Cc1ccc(C(CNS(=O)(=O)c2ccc([N+](=O)[O-])cc2)N2CCN(C)CC2)cc1 (stereo not drawn) | 27% | 0.5 | 28 | -6 | 9 | 9 | -1 | -8 | .
Cn1ncc(Br)c1C(=O)O | 3.0% | -0.7 | -4 | -1 | -3 | 1 | 9 | -3 | 1%
OCCCc1cn(-c2ccccc2)c2ccccc12 | 13% | -0.1 | -9 | -1 | 1 | -36 | -2 | 7 | -5%
Cc1ccc(OC(=O)Cn2c(C(F)(F)F)nc3ccccc32)cc1 | 2.2% | 0.3 | -13 | 1 | 6 | 3 | -2 | 21 | -20%
Cc1c(NC(=O)C2CC(c3c(F)cccc3Cl)=NO2)c(=O)n(-c2ccccc2)n1C (stereo not drawn) | 0.0% | -1.1 | -1 | -1 | 1 | -4 | -1 | . | 11%
COC(=O)c1cc(OC)c(OC)cc1NC(=O)c1cc(-c2ccccc2)nc2ccccc12 | 3.4% | 0.2 | 2 | 3 | 2 | 2 | 3 | 7 | -9%
CN(C)CCC(c1ccccc1)c1ccccn1 (stereo not drawn) | 3.2%&0.8% | 0.0&0.5 | -1&-23 | -3&3 | 0&7 | 7 | -3&2 | -11&-16 | 1%&6%
COc1ccc(C(=O)CN2CCN(S(=O)(=O)c3ccc(F)cc3)CC2)cc1 | 4.2% | 0.0 | -30* | -2 | 3 | -2 | -4 | 1 | ?
CC(C)(C)c1ccc(C(=O)NC(=S)NCC2CCCO2)cc1 (stereo not drawn) | 1.2% | -0.2 | 15 | 5 | 5 | -17 | 7 | 4 | -23%
NCCSc1c(-c2ccccc2)[nH]c2ccccc12 | -0.9% | -3.3 | -37* | 0 | 11 | -4 | -3 | -14 | -12%
N#Cc1nc(-c2ccc(COc3ccccc3)o2)oc1NCc1ccccc1 | 2.8% | -0.3 | -3 | 1 | -2 | -13 | 0 | 15 | -1%
COc1ccccc1C(=O)NC(=O)COC(=O)CCNS(=O)(=O)c1ccccc1 | 0.2% | 0.0 | -18 | 5 | 2 | -4 | -4 | 0 | .
CC1Cc2ccccc2N1CC(=O)NC(=O)NC(C)(C)C (stereo not drawn) | 0.3% | -0.5 | -25 | 19 | 2 | -2 | -11 | -6 | -16%
CCOc1ccc(N2CC(O)Cn3c2nc2c3c(=O)n(CCCc3ccccc3)c(=O)n2C)cc1 (stereo not drawn) | -0.8% | -1.3 | -17 | -4 | 0 | 6 | -9 | -1 | -16%

Sorted by value in D1 potentiator (descending): some entries from above
| SMILES | D1 potentiator |
| --- | --- |
| Cc1c(NC(=O)C2CC(c3c(F)cccc3Cl)=NO2)c(=O)n(-c2ccccc2)n1C (stereo not drawn) | -1 |
| COc1ccc(C(=O)CN2CCN(S(=O)(=O)c3ccc(F)cc3)CC2)cc1 | -4 |
| CC(C)(C)OC(=O)N1CCC[C@H]1c1nnc(SCc2ccc(Cl)cc2Cl)o1 | -6 |

Source: PubChem BioAssay (National Center for Advancing Translational Sciences (NCATS))
